# Screening results (PubChem BioAssay)
# Mdm2 ligase inh – blocks human Mdm2 ubiquitin ligase activity. signal enhancement, % at 5 µM. cell-based MDM2 ubiquitination luciferase reporter, 2 h; 0 = plate control, 100 = twice control, blank-subtracted. Q00987. hit rate 0.11% among 210,000;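 active = signal enhancement of 30% or more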;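 note: luminescence tracks abundance of the self-degrading MDM2-luciferase fusion protein; higher signal means inhibition of MDM2 E3 ligase activity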
# Target sequence (Q00987 whole entry, looked up, the tested form may be a part): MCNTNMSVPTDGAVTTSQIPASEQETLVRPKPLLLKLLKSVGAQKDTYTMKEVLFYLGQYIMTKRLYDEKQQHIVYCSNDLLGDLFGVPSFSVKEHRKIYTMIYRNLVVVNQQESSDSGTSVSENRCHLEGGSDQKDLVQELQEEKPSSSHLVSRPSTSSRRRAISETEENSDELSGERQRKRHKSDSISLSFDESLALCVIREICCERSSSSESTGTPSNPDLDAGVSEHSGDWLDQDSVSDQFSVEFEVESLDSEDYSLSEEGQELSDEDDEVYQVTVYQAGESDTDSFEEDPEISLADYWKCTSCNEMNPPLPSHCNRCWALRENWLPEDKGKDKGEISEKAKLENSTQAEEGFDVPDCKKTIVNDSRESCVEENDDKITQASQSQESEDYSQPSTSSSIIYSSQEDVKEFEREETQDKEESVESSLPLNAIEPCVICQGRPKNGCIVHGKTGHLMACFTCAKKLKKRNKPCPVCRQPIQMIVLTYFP
#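 test system = mammalian cells stably expressing self-ubiquitinating, self-degrading MDM2 E3–luciferase fusion | quantity = 2000 cells/well | incubation = cell settling 4 h, compound treatment 2 h, both 37 °C | signal = luminescence with SteadyLite reagent, 15 min at room temperature | evaluation = % enhancement relative to plate controls after blank subtraction | benchmarks = plate controls and plate blanks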
# p97 ATPase inh – inhibitors of human p97 ATPase | inhibition, % at 8 µM | recombinant p97 ATPase, Kinase-Glo ATP luminescence, 3 h | AID 1481 | P55072 | hit rate 0.42% among 220,000; in the data active = inhibition above about 15%;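 note: 0% = DMSO vehicle and 100% = wells lacking enzyme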
# FXIIa inh 1536 – factor XIIa (human) inhibition; P00748; purified FXIIa, Boc-QGR-AMC fluorogenic substrate, 2 h; inhibition, % at 5 µM; hit rate 0.3% among 220,000; AID 800; in the data active = inhibition above about 40%;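 note: 0% = enzyme with no compound and 100% = blank without enzyme; many of its hits are not listed in these tables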
# Rad51 HR inh – blocks human Rad51 in homologous recombination; Q06609; hRad51 DNA strand exchange, fluorescence dequenching; inhibition, % at 10 µM; hit rate 0.085% among 200,000; AID 1385;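 active = inhibition above 40% at the single screening dose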;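 note: 0% = DMSO control wells and 100% = blanks with heterologous ssDNA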
#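 Test system: preformed human Rad51 ssDNA filaments. Compound dosing: single dose, 10 µM final compound. Incubation: filaments 15 min 37 °C, then compound 30 min. Technique: FRET fluorescence dequenching, excitation 485 nm, emission 520 nm. Read-out basis: percent inhibition from fluorescence, normalised to plate control and blank means. Benchmarks: plate controls and plate blanks.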
# Wee1 stabilizer – inhibitors of human Wee1 degradation; P30291; HeLa Luc-Wee1K328M stability, luciferase luminescence; 100% = proteasome inhibitor MG132 effect; reporter increase, % at 5 µM; hit rate 1.2% among 220,000; AID 1321;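 active = activation above the mean of all tested compounds plus 3 SD, set per screening run, cut at about 8.8% in these data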;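 note: cells exposed to compound for 20 h before luminescence read; 0% = DMSO alone and 100% = MG132 at 30 µM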
# 14-3-3 Bad inh – disrupts binding of bovine 14-3-3 zeta to phospho-Bad peptide; P63103; TR-FRET 14-3-3zeta/Dy647-pBad peptide displacement, 1 h; inhibition, % at 21.7 µM; hit rate 0.71% among 220,000; AID 781;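 active = inhibition above about 70%, limit read from the data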;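 note: 0% = full 14-3-3 plus peptide FRET controls and 100% = background without 14-3-3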
# Target sequence (P63103 whole entry, looked up): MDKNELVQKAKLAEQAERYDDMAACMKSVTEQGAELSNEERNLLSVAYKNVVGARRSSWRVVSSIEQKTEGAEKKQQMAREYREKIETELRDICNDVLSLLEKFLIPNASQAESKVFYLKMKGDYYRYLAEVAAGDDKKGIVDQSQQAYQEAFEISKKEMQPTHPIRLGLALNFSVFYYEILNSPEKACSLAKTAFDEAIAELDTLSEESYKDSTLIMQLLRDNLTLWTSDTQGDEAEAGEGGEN
# KLK5 inh – inhibitors of human kallikrein 5 | Q9Y337 | recombinant hK5, fluorogenic AMC substrate cleavage | inhibition, % at 5 µM | hit rate 0.59% among 210,000 | AID 873;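 active = inhibition of 40% or more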;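 note: 0% = enzyme controls without compound and 100% = no-enzyme blanks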
# Target sequence (Q9Y337 67-293 limits assumed): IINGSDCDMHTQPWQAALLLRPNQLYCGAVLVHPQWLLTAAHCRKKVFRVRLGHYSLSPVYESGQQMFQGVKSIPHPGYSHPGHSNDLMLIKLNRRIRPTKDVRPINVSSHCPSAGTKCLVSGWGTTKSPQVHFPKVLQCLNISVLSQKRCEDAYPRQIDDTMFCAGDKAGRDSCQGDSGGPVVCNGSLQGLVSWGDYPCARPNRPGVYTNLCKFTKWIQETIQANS
# eIF4E 4G PPI – blocks eIF4E binding to eIF4G | inhibition, % at 21.7 µM | hit rate 0.37% among 220,000 | P63073+Q04637 | TR-FRET eIF4E-eIF4GI(517-606) binding, 2 h;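 active = inhibition above about 30%, limit read from the data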;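 note: 0% = full FRET control wells and 100% = background wells lacking eIF4GI fragment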
# FXIa inh – factor XIa (human) inhibition; purified FXIa, Boc-Glu-Ala-Arg-AMC fluorogenic substrate; inhibition, % at 5 µM; hit rate 0.14% among 220,000;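 active = inhibition of at least 40%; inactive = inhibition below 40%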;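 note: fluorescence of freed AMC excited at 355 nm; 0% = enzyme without compound and 100% = no enzyme blank; many of its hits are not listed in these tables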
# * = called active by the depositor; nt = not tested or not shown; [ ] = another dose, or the depositor's remark.
# Under each structure: FXIIa inh 1536	FXIa inh	Wee1 stabilizer	KLK5 inh	p97 ATPase inh	eIF4E 4G PPI	Mdm2 ligase inh	Rad51 HR inh	14-3-3 Bad inh
O=C(NCc1ccco1)c1ccc(Cl)c(S(=O)(=O)N2CCc3ccccc32)c1
    8	0	1	1	0	8	-6	5	4[fluorescence artefact?]
Cc1cc(C)nc(NC(=O)CSc2ncccn2)n1
    7	2	-4	-10	2	-2	-4	14	-2
CC1CCN(C(=O)CSc2nc3ccccc3[nH]2)CC1
    9	3	0	4	-5	7	-16	-3	-9
CCOC(=O)c1ccc(NCc2ccc(N(C)C)cc2)cc1
    17	3	-2	-10	2	-5	0	-3	-6
Cc1ccc(-c2nnc(N(C)C(=O)c3ccncc3)s2)cn1
    12	1	1	-4	1	-10	-7	-3	-3
O=C(CCCN1C(=O)/C(=C/c2ccco2)SC1=S)Nc1cccc(C(=O)O)c1
    6	4	-2	0	33*	3	-9	-4	6
O=C(CCc1nnc(Cc2ccc3c(c2)OCO3)o1)N(CC1CCC1)CC1CCCO1 (stereo not drawn)
    0	-5	0	-4	-2	-6	-3	nt	-12
O=C(CN1C(=O)S/C(=C/c2cccs2)C1=O)N1CCOCC1
    19	8	2	-4	4	4[fluorescence artefact?]	-11	-6	6[fluorescence artefact?]
COc1ccc(S(=O)(=O)N2CCCC2)cc1C(=O)N1CCOCC1
    0	-8	-1	nt	3	2	-20	nt	-3
CN(C(=O)COc1cc(=O)n(C)c2ccccc12)c1ccc(Cl)cc1
    8	-10	4	26	-2	1	-13	-9	4
CCOc1cc(C(c2c(C)[nH][nH]c2=O)c2c(C)[nH][nH]c2=O)ccc1OC(=O)c1cccc([N+](=O)[O-])c1
    7	8	-1	-192	3	1	3	1	4
Cc1cc(C(=O)CSc2nc3ccccc3n2CCC#N)c(C)n1Cc1cccs1
    10	-15	-2	-26	-3	2	-4	-2	10
COc1ccc(N=Nc2n(C)c3ccccc3[n+]2C)cc1
    10	6	-5	4	-71	3	-90	nt	-3
Cc1ccnc(N2CCCC(C(=O)Nc3nnc(C)s3)C2)n1 (stereo not drawn)
    25	8	-3	-10	4	7	-6	-2	-4[fluorescence artefact?]
O=C(N/N=C/c1ccc2nccnc2c1)c1ccccc1O
    3	-11	-1	10	-13	-1	-36	-22	-2
COc1cc(Cl)c(C)cc1NC(=S)NN
    4	-6	1	-1	-2	0	-9	-2	1
FC(F)(F)c1cccc(/C=N/NC(=S)NC2CCCCC2)c1
    -4	1	-1	-5	8	-1	-19	-1	-6
COc1cc2c(cc1OC)CN(C(=O)c1cc(S(=O)(=O)N3CCOCC3)ccc1Cl)CC2
    15	8	-3	-3	0	-3	-13	-5	-10
OCCC1CN(Cc2cnc(N3CCCC3)s2)CCN1Cc1ccccc1 (stereo not drawn)
    14	6	1	nt	-3	-3	-14	nt	-1
Cn1c(=O)[nH]c(=O)c2c1nc(CN1CCOCC1)n2Cc1ccc(F)cc1
    -10	3	-3	-1	3	-3[fluorescence artefact?]	-10	-12	4[fluorescence artefact?]
CN(C)CCNC(=O)Nc1ccc([N+](=O)[O-])cc1
    4	-2	2	-5	2	-1	-7	7	-2
CC(=O)c1c(N2CCCCC2)nc(=S)n(Cc2ccccc2)c1C
    17	15	0	18	3	-8	-15	-10	-16
CCc1nnc(NS(=O)(=O)c2ccc(N/C=C\C(=O)c3ccc(C)cc3)cc2)s1
    14	4	0	2	-1	0	-2	-2	-6
Clc1ccc(-c2nc3n(n2)Cc2ccccc2-3)cc1
    21	17	6	-5	-8	-7	-47	3	30
COc1ccc(S(=O)(=O)N(CC(N)=O)C2CCCCC2)cc1Cl
    13	3	0	5	0	-4[fluorescence artefact?]	-12	6	4
CC(C)(C)OC(=O)NC(Cc1ccccc1)C(=O)O (stereo not drawn)
    8	4	-3	0	0	4	-4	-11	23
COc1ccc(OC)c(C(=O)c2coc3ccc(OC)cc23)c1
    13	2	2	1	-1	8[fluorescence artefact?]	4	1	-4
O=C(NCCNc1nccc(C(F)(F)F)n1)c1cccc(C(F)(F)F)c1
    3	4	-2	-7	8	3	-9	10	4
COc1ccccc1OCCn1cc(/C=C(\C#N)C(=O)NCc2ccco2)c2ccccc21
    5	0	1	-1	7	-2	-9	nt	-24
CN(C)/C(CN1CCOCC1)=C1\N=C(c2ccccc2)OC1=O
    3	-8	1	22	-4	0	-7	-6	-13

# With a hit mark in p97 ATPase inh (from the list above):
smiles	FXIIa inh 1536	FXIa inh	Wee1 stabilizer	KLK5 inh	p97 ATPase inh	eIF4E 4G PPI	Mdm2 ligase inh	14-3-3 Bad inh
O=C(CCCN1C(=O)/C(=C/c2ccco2)SC1=S)Nc1cccc(C(=O)O)c1	6	4	-2	0	33*	3	-9	6

# In another format: entries from further up.
SMILES	FXIIa inh 1536	FXIa inh	Wee1 stabilizer	KLK5 inh	p97 ATPase inh	eIF4E 4G PPI	Mdm2 ligase inh	Rad51 HR inh	14-3-3 Bad inh
COc1cc2c(cc1OC)CN(C(=O)c1cc(S(=O)(=O)N3CCOCC3)ccc1Cl)CC2	15	8	-3	-3	0	-3	-13	-5	-10
OCCC1CN(Cc2cnc(N3CCCC3)s2)CCN1Cc1ccccc1 (stereo not drawn)	14	6	1	nt	-3	-3	-14	nt	-1

# Continuation.
# Under each structure: FXIIa inh 1536	FXIa inh	Wee1 stabilizer	KLK5 inh	p97 ATPase inh	eIF4E 4G PPI	Mdm2 ligase inh	Rad51 HR inh	14-3-3 Bad inh
CCCCN(CCCC)Cc1ccc(C(=O)NN)o1
    12	0	-2	0	4	2	2	-1	-24
CCOC(=O)c1ccccc1-c1csc(N)n1
    4	1	0	2	-2	-4	-2	0	3
Cc1ccc(C)c(NC(=O)CN(C)S(=O)(=O)c2cccc3cccnc23)c1
    7	-3	5	-2	-1	-6	-2	11	-5
COc1ccc(NC(=S)N2CCN(C(=O)c3ccccc3)CC2)cc1
    2	-4	-1	-6	2	-1	6	17	-7
CCOC(=O)COc1cccc2c(=O)n(CC(N)=O)ccc12
    8	-1	2	-1	5	-6	-7	2	2
CC1=CC2=NC(=O)CC(C)(C(=O)N(CC(=O)NC(C)(C)C)Cc3cccs3)N2C=C1 (stereo not drawn)
    -4	5	-2	3	-4	6	-30	-3	-17
CCC(=O)N1CCc2cc(S(=O)(=O)NC(CC(C)C)C(=O)N3CCc4ccccc43)ccc21 (stereo not drawn)
    -14	-2	-1	6	-7	8	-3	8	3
Cc1ccc(C(=O)NCc2ccco2)cc1Br
    8	0	-1	2	2	-1	-6	-1	6
NNC(=O)c1ccc(Cn2cccn2)o1
    8	5	1	-5	-1	4	-5	0	1
CCOC(=O)c1c(C)n(C)c2ccc(O)c(S(=O)(=O)c3ccccc3)c12
    16	17	-1	26	5	1	-3	-4	-3[fluorescence artefact?]
O=C(COc1ccccc1)Nc1ccc(-c2nnc(-c3ccco3)o2)cc1
    -17	-17	-3	-4	2	8	-14	5	0
CCCN1C2CCCC1CC(NC(=O)NC1CCCCC1)C2 (stereo not drawn)
    14	1	1	-6	3	15	-9	0	3
O=C(CNc1cccc2ccccc12)N/N=C/c1ccc([N+](=O)[O-])o1
    11	5	-3	-8	6	3	-2	-11	2[fluorescence artefact?]
CCOC(=O)c1cc(-c2ccc3c(c2)OCCO3)n[nH]1
    8	-4	7	2	2	3	-21	1	-4
CCC(CO)NCC(O)COCc1ccc2c(c1)OCO2 (stereo not drawn)
    6	-2	4	-4	2	-2	-5	-5	2
N#Cc1cc2ccccc2nc1SCc1cccnc1
    0	-5	-2	-2	6	2	-3	nt	-3
O=C(O)c1cc(NC(=O)C2CCCO2)cc(NC(=O)C2CCCO2)c1 (stereo not drawn)
    -6	4	1	-11	3	-8	-13	-3	-5
CCOC(=O)Cc1csc(NC(=O)c2c(-c3ccccc3)noc2C)n1
    2	-8	0	-2	-2	-3	-13	-5	4
COc1cc(/C=C2\S/C(=N/S(=O)(=O)c3ccccc3)NC2=O)c([N+](=O)[O-])cc1OC
    7	19	-2	-5	6	6[fluorescence artefact?]	9	0	39
CCOC(=O)CC1=NN(c2ccccc2)C(=O)/C1=C\c1ccc(OC)cc1OC
    4	0	-2	-22	1	2[fluorescence artefact?]	-5	2	-26
O=C(NCc1cccs1)c1cc(-c2ccc(O)cc2)on1
    7	2	-2	2	9	-1	-4	-28	3
CS(=O)(=O)N1CCN(C(=O)Cc2ccccc2)CC1
    13	1	0	3	3	-6	-12	-4	-4
CCCSc1nnc(Cn2c(=O)sc3ccccc32)n1C
    15	4	-3	-6	2	-3	8	1	15
O=C1C2CC=CCC2C(=O)N1n1cnnc1 (stereo not drawn)
    9	4	-2	-4	-1	1	-19	-10	-14
CC(C)CNC(=O)CSc1nnc2ccccn12
    5	-7	-1	-3	1	-3	-2	2	0
O=S(=O)(NC1CC2CCC1C2)c1ccc2c(c1)OCCO2 (stereo not drawn)
    20	21	4	-17	-4	-8	-22	10	16
O=C(O)CC/C(=N/NC(=O)c1cn(-c2ccccc2)nc1-c1ccccc1)C(=O)O
    16	6	2	-25	5	-1	-5	10	1
Nn1c(Cc2ccc(Br)cc2)n[nH]c1=S
    9	12	1	11	5	-1	9	16	-23
Cc1ccc(NC(=O)CCC(=O)OCCCC(F)(F)C(F)(F)F)cc1
    3	4	-3	-1	7	2	6	nt	12

# Entries of single compounds as entered above. Values in the order: FXIIa inh 1536	FXIa inh	Wee1 stabilizer	KLK5 inh	p97 ATPase inh	eIF4E 4G PPI	Mdm2 ligase inh	Rad51 HR inh	14-3-3 Bad inh
# Entry for `CCOC(=O)COc1cccc2c(=O)n(CC(N)=O)ccc12` → 8	-1	2	-1	5	-6	-7	2	2
# Entry for `O=C(CNc1cccc2ccccc12)N/N=C/c1ccc([N+](=O)[O-])o1` → 11	5	-3	-8	6	3	-2	-11	2[fluorescence artefact?]
# Entry for `Cc1ccc(NC(=O)CCC(=O)OCCCC(F)(F)C(F)(F)F)cc1` → 3	4	-3	-1	7	2	6	nt	12
# Entry for `O=C(NCc1cccs1)c1cc(-c2ccc(O)cc2)on1` → 7	2	-2	2	9	-1	-4	-28	3
# Entry for `CCCSc1nnc(Cn2c(=O)sc3ccccc32)n1C` → 15	4	-3	-6	2	-3	8	1	15

# Of the compounds above, these have a cyano group:
# Under each structure: FXIIa inh 1536	FXIa inh	Wee1 stabilizer	KLK5 inh	p97 ATPase inh	eIF4E 4G PPI	Mdm2 ligase inh	Rad51 HR inh	14-3-3 Bad inh
Cc1cc(C(=O)CSc2nc3ccccc3n2CCC#N)c(C)n1Cc1cccs1
    10	-15	-2	-26	-3	2	-4	-2	10
COc1ccccc1OCCn1cc(/C=C(\C#N)C(=O)NCc2ccco2)c2ccccc21
    5	0	1	-1	7	-2	-9	nt	-24
N#Cc1cc2ccccc2nc1SCc1cccnc1
    0	-5	-2	-2	6	2	-3	nt	-3
